L3MBTL1 inh: L3MBTL1 (human) inhibition; AlphaScreen L3MBTL1–H3K9me1 peptide binding; Potency, µM (top dose mostly 57.1 µM), inactives show at the highest dose activity, negative = inhibition, usual class: inhibitors; 0.66% of 230,000 active; AID 485360; active = well fitted inhibition curve with a large enough effect; note: nearly all actives have a fitted effect of over 60% in size
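AlphaScreen assay: L3MBTL1 (50 nM final) was preincubated 30 min at room temperature with biotinylated H3(1-15)K9me1 peptide (75 nM final), then 30 min with library compounds; streptavidin donor and nickel chelate acceptor beads (10 ug/mL final) added, 30 min dark.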
Active calls of the source: *. % is set by controls: 0 for no effect and ±100 for the full control effect; potency is the fitted concentration of half-maximal effect. The list is partial; rates above refer to the full screens.

SMILES	L3MBTL1 inh
NC(=O)C1CC(=O)N(c2ccc(OCC(=O)Nc3ccccc3F)cc2)C1 (stereo not drawn)	-6%
COc1ccccc1NS(=O)(=O)c1cccc(C(=O)NNC(=O)c2ccc(Cl)nc2)c1	5%
Cc1ccc(S(=O)(=O)NC2CCSC2=O)cc1C (stereo not drawn)	5%
COc1cccc(NC(=O)CSc2nnc3ccc(-c4ccccn4)nn23)c1	-12%
Cc1ccccc1N1C(=O)c2cccc3cccc(c23)C1=O	-1%
COc1ccccc1C(CNC(=O)C1CC(=O)N(Cc2ccccc2)C1)N1CCCC1 (stereo not drawn)	-1%
COc1ccc(C(C)(C)C)cc1NC(=O)COc1ccc(-c2nnco2)cc1	0%
COC(=O)[C@]1(Cc2ccccc2)N[C@H](CN(C)C(=O)c2ccc(C)cc2)[C@@H]2C(=O)N(C)C(=O)[C@@H]21	5%
CC1CCN(C(=O)COC(=O)c2cccc(NS(=O)(=O)c3ccccc3)c2)CC1	-3%
Cc1ccc(NC(=O)Cn2c(=O)cnc3ccccc32)cc1S(=O)(=O)N1CCCCC1	25%
CCCCNc1c(-c2ccc(SC(C)CC)cc2)nc2cnccn12 (stereo not drawn)	6%
COc1cc(CCC(=O)OCC(=O)NCCc2ccc(S(N)(=O)=O)cc2)cc(OC)c1OC	2%
Cc1ccc(CNC(=O)c2ccc(N3CCC4(CC3)CC(c3ccccc3)=NO4)c([N+](=O)[O-])c2)cc1	-2%
CC1(C)CC(=O)C=C(c2ccc(Oc3ccccc3)cc2)C1	24%
CC(C)C(NC(=O)c1ccccc1)C(=O)OCC(=O)N1CCN(c2ccccc2)CC1 (stereo not drawn)	-10%
CCOc1ccccc1N(CC(=O)Nc1cccc2ccccc12)S(C)(=O)=O	-3%
COc1ccc(C)cc1NC(=O)CN1CCN(S(=O)(=O)c2ccc3ccccc3c2)CC1	-1%
CCc1ccc(OCC(=O)Nc2ccc3[nH]ncc3c2)cc1	-5%
COc1ccc(C2(C)NC(=O)N(CC(=O)N(c3ccccc3)C3CCS(=O)(=O)C3)C2=O)cc1 (stereo not drawn)	2%
C[C@H](NC(=O)c1ccco1)C(=O)N1CCN(c2ccc(C(F)(F)F)cn2)CC1	3%
CN(C(=O)COC(=O)c1cc(=O)[nH]c2ccccc12)c1ccccc1	-3%
CCOC(=O)c1nc(N/N=C/c2ccccc2)sc1Br	-4%
CCOc1ccc(NC(=O)c2ccc3c(c2)OCCO3)cc1S(=O)(=O)N(CC)CC	-4%
CC(C)(C)NC(=O)C[C@H]1C[C@H](C(=O)N2CCOCC2)[C@@]2(C)c3[nH]c4cc(-c5ccco5)ccc4c3CCN2C1=O	-4%
COC(=O)C1=C(c2ccc(OC)cc2)OC(=O)C1(C)C	2%
CC(=O)NC(c1cc(Cl)c2ccccc2c1O)C(C)C (stereo not drawn)	-7%
CN(C)CCCNC(=S)N(CCO)Cc1cc2cc3c(cc2[nH]c1=O)OCO3	-21%
C=CCc1ccccc1Oc1cc(OC)nc(N)n1	6%
O=C(Cn1c(=O)cnc2ccccc21)Nc1cccc(S(=O)(=O)N2CCOCC2)c1	2%
O=C(NCC(c1ccco1)N1CCN(c2ccccc2F)CC1)c1ccco1 (stereo not drawn)	-7%
Cc1ccc(C(=O)Nc2cccc3cccnc23)cc1C	7%
COc1ccc(NC(=O)COC(=O)c2cc(C)oc2C)cc1OC	-2%
COc1cccc(CNC(=O)CCCC(=O)Nc2cccc([N+](=O)[O-])c2)c1	-1%
CC(=O)Nc1ccc(C2=CC(=O)CC(C)(C)C2)cc1	0%
CCc1cccc(NC(=O)[C@@H]2CCCN2C2=NS(=O)(=O)c3ccccc32)c1	0%
CC(C)(C)OC(=O)C[C@H]1C/C=C\C[C@@H](CC(=O)N(CCO)Cc2ccccc2)C(=O)N[C@@H](Cc2ccccc2)COC1=O	-6%
O=C(c1ccc2nccnc2c1)N1CCN(c2cccc(C(F)(F)F)c2)CC1	-6%
CC(=O)Nc1ccc(NC(=O)C(C)OC(=O)CNC(=O)c2ccc(-c3ccccc3)cc2)cc1 (stereo not drawn)	2%
CCCCn1c(N)c(N(CCOC)C(=O)C2CCN(S(=O)(=O)c3ccc(C)cc3)CC2)c(=O)[nH]c1=O	3%
CCc1cccc(NC(=O)CCCN2C(=O)NC(C)(C)C2=O)c1	2%
NC(=O)CSc1nnc(NC(=O)c2ccc3ccccc3c2)s1	3%
CCc1cc(Cn2nc(-c3ccccc3)cc2C(=O)NCC2CC2)on1	14%
COc1ccc(COC(=O)C2=C(C)NC(=O)NC2c2ccccc2F)cc1 (stereo not drawn)	2%
COc1cc(N)c(Cl)cc1C(=O)OCC(=O)Nc1ccc(N2CCOCC2)cc1	-2%
C[C@H](CO)N1C[C@H](C)[C@@H](CN(C)S(=O)(=O)c2cccs2)Oc2ccc(NS(=O)(=O)c3ccccc3)cc2CC1=O	0%
O=C(Nc1ccc(Cl)cc1)C1(S(=O)(=O)c2ccccc2)CC1	-1%
COc1ccccc1C(=O)COC(=O)CN1C(=O)C2CC=CCC2C1=O (stereo not drawn)	4%
COc1ccc(NC(=O)COc2cc(C)cc(C)c2)cc1S(=O)(=O)N1CCCCC1	-1%
CCOC(=O)Nc1ccc2c(CN3CCN(S(=O)(=O)c4ccccc4F)CC3)cc(=O)oc2c1	-10%
O=C(COC(=O)c1ccccc1[N+](=O)[O-])NC(=O)c1ccccc1	1%
C=CCNc1nc(C(F)(F)F)nc2c1nnn2Cc1ccccc1Cl	10%
O=C(CNC(=O)c1ccc(Cl)cc1)NNC(=O)c1ccc(Br)cc1	-3%
C[C@H](CO)N1C[C@H](C)[C@@H](CN(C)CC2CCCCC2)Oc2c(NS(=O)(=O)c3ccccc3)cccc2C1=O	24%
CC(C)NC(=O)N(C)C[C@H]1Oc2ccc(NC(=O)NC3CCCCC3)cc2C(=O)N([C@H](C)CO)C[C@@H]1C	12%
CCCOc1ccc(N2C(=O)CC(N3CCN(c4ccc([N+](=O)[O-])cc4)CC3)C2=O)cc1 (stereo not drawn)	-7%
COC(=O)[C@@H]1OC(=O)[C@H]2O[C@@]23[C@@]1(C)CC[C@@H]1[C@@]2(C)C=CC(=O)OC(C)(C)[C@@H]2CC(=O)[C@]13C	4%
COc1ccc(N2CCN(CC(=O)Nc3ccc(C)cc3)CC2)cc1	-2%
CCCC1C(=O)N2C(N(C)C)=Nc3ccc(C)cc3N2C1=O (stereo not drawn)	1%
Cc1ccccc1OCC1Cn2c(nc3c2c(=O)n(C)c(=O)n3C)O1 (stereo not drawn)	-2%
O=C(COC(=O)c1cc(Cl)ccc1O)c1ccc2c(c1)OCO2	1%

Remaining list, next part
SMILES	L3MBTL1 inh
C[C@]12c3[nH]c4cc(-c5ccco5)ccc4c3CCN1C(=O)[C@@H](CC(=O)NCc1cccc(C(F)(F)F)c1)C[C@@H]2C(=O)N1CCCCC1	-17%
CC(=O)c1cccc(NC(=O)C2COc3ccccc3O2)c1 (stereo not drawn)	-2%
CCCn1c(SCC(=O)N(C)CC(=O)Nc2ccc(Cl)cc2)n[nH]c1=O	5%
CCCCOC(=O)c1ccc(NC(=O)CN2C(=O)NC3(CCCCCC3)C2=O)cc1	7%
Fc1c(F)c(F)c(SCn2cc(Br)cn2)c(F)c1F	16%
O=C(CCC(=O)N1CCOc2ccc(Cl)cc21)NCCN1CCOCC1	0%
CC(=O)c1ccccc1OCCCCN1CCCCC1	-6%
Cc1ccccc1N1CCN(Cc2ccc(Br)o2)CC1	10%
CCOc1cc(Cl)c(S(=O)(=O)NCc2cccnc2)cc1Cl	7%
CCN(C(=O)CN1C(=O)NC2(CCc3ccccc32)C1=O)C1CCCCC1 (stereo not drawn)	-2%
O=C(COC(=O)Cc1n[nH]c(=O)c2ccccc12)Nc1c(Cl)cccc1C(F)(F)F	1%
CCCCNc1c(-c2ccc(OC)c(SC(C)CC)c2)nc2cc(C)ccn12 (stereo not drawn)	-15%
CC(C)CN(C(=O)Cn1c(C(F)(F)F)nc2ccccc21)C1CCS(=O)(=O)C1 (stereo not drawn)	3%
COCCn1c(SCC(=O)NNC(=O)c2ccccc2)nc2ccccc21	-2%
Cc1ccc(N2C(=O)CC(N3CCN(c4ccc(F)cc4)CC3)C2=O)c(C)c1 (stereo not drawn)	-10%
Cc1cccc2sc(N(CCN(C)C)C(=O)C3CCN(S(=O)(=O)c4cccs4)CC3)nc12	-4%
O=C(O)c1ccc(NC(=O)c2cn(-c3ccccc3)nc2-c2cccc(Cl)c2)cc1	-2%
COc1cc(/C=C/C(=O)OCC(=O)N2CCN(S(=O)(=O)c3ccc(C)cc3C)CC2)cc(Cl)c1OC	-5%
COc1ccccc1C(=O)NC(=O)COC(=O)c1nccnc1N	-16%
COC(=O)N1C(=O)[C@@](Cc2ccccc2)(c2ccccc2)N1C(=O)OC	8%
COc1ccccc1N(C)S(=O)(=O)c1ccc(C(=O)Nc2nc(C)c(C(C)=O)s2)cc1	-6%
CCN(C[C@H]1N[C@@](C)(C(=O)OC)[C@H]2C(=O)N(Cc3ccccc3)C(=O)[C@@H]12)C(=O)c1ccc(C)cc1	3%
O=C(NC(Cc1ccccc1)C(=O)N1CCCCC1)c1ccccc1 (stereo not drawn)	2%
COc1ccccc1C(=O)N(C)CC(=O)Nc1ccc(N2CCOCC2)cc1	2%
Cc1cc(C(=O)CCC(=O)N2CCN(c3ccccc3O)CC2)c(C)s1	-1%
COc1ccccc1N1CCN(C2CC(=O)N(c3cccc(Br)c3)C2=O)CC1 (stereo not drawn)	5%
CCOC(=O)CCCCCC(=O)Nc1ccc2c(c1)CC(=O)N([C@@H](C)CO)C[C@H](C)[C@@H](CN(C)Cc1ccccc1)O2	0%
Cc1ccc(NC(=O)CSc2nnc(Cc3csc(C)n3)o2)c(C)c1	3%
C#CCOCCOCCOCCNc1nc(N2CCN(C(=O)Cn3cc(CCCCN)nn3)CC2)nc(N2CCN(C(=O)[C@H](CCCCN)n3cc(CCC(=O)O)nn3)CC2)n1	5%
Cc1ccccc1NC(=O)Cc1nc(COC(=O)COc2cccc(C)c2C)cs1	4%
CC(C)(C)c1ccc(C(=O)NNC(=O)c2ccncc2)cc1	7%
COc1cccc(CN(C)C(=O)CN2C(=O)NC(c3ccccc3)(c3ccccc3)C2=O)c1OC	2%
CN(CC(=O)Nc1cccc(S(=O)(=O)NC2=NCCC2)c1)Cc1ccccc1Cl	-9%
CC1CCN(C(CNS(=O)(=O)c2ccccc2)c2ccccc2)CC1 (stereo not drawn)	-9%
O=C(NCc1ccccc1F)c1ccc(S(=O)(=O)N2CCCCCC2)cc1	12%
CCN(CC(=O)Nc1ccccc1C(F)(F)F)C(=O)c1ccc2c(=O)n3c(nc2c1)CCC3	1%

Quoted from above for reference:
SMILES	L3MBTL1 inh
Cc1cccc2sc(N(CCN(C)C)C(=O)C3CCN(S(=O)(=O)c4cccs4)CC3)nc12	-4%
O=C(O)c1ccc(NC(=O)c2cn(-c3ccccc3)nc2-c2cccc(Cl)c2)cc1	-2%
COc1cc(/C=C/C(=O)OCC(=O)N2CCN(S(=O)(=O)c3ccc(C)cc3C)CC2)cc(Cl)c1OC	-5%
COc1ccccc1C(=O)NC(=O)COC(=O)c1nccnc1N	-16%
COC(=O)N1C(=O)[C@@](Cc2ccccc2)(c2ccccc2)N1C(=O)OC	8%
COc1ccccc1N(C)S(=O)(=O)c1ccc(C(=O)Nc2nc(C)c(C(C)=O)s2)cc1	-6%
CCN(C[C@H]1N[C@@](C)(C(=O)OC)[C@H]2C(=O)N(Cc3ccccc3)C(=O)[C@@H]12)C(=O)c1ccc(C)cc1	3%
O=C(NC(Cc1ccccc1)C(=O)N1CCCCC1)c1ccccc1 (stereo not drawn)	2%
COc1ccccc1C(=O)N(C)CC(=O)Nc1ccc(N2CCOCC2)cc1	2%
Cc1cc(C(=O)CCC(=O)N2CCN(c3ccccc3O)CC2)c(C)s1	-1%
COc1ccccc1N1CCN(C2CC(=O)N(c3cccc(Br)c3)C2=O)CC1 (stereo not drawn)	5%
CCOC(=O)CCCCCC(=O)Nc1ccc2c(c1)CC(=O)N([C@@H](C)CO)C[C@H](C)[C@@H](CN(C)Cc1ccccc1)O2	0%
Cc1ccc(NC(=O)CSc2nnc(Cc3csc(C)n3)o2)c(C)c1	3%
C#CCOCCOCCOCCNc1nc(N2CCN(C(=O)Cn3cc(CCCCN)nn3)CC2)nc(N2CCN(C(=O)[C@H](CCCCN)n3cc(CCC(=O)O)nn3)CC2)n1	5%
Cc1ccccc1NC(=O)Cc1nc(COC(=O)COc2cccc(C)c2C)cs1	4%
CC(C)(C)c1ccc(C(=O)NNC(=O)c2ccncc2)cc1	7%
COc1cccc(CN(C)C(=O)CN2C(=O)NC(c3ccccc3)(c3ccccc3)C2=O)c1OC	2%
CN(CC(=O)Nc1cccc(S(=O)(=O)NC2=NCCC2)c1)Cc1ccccc1Cl	-9%
CC1CCN(C(CNS(=O)(=O)c2ccccc2)c2ccccc2)CC1 (stereo not drawn)	-9%

Following part
SMILES	L3MBTL1 inh
CCN(CC(=O)NC1CCS(=O)(=O)C1)S(=O)(=O)c1cc(Br)ccc1Br (stereo not drawn)	2%
Cc1sc2ncn(CC(=O)N(C)C3CCCCC3)c(=O)c2c1C	8%
COC(=O)Cn1c2ccccc2c2nc3ccccc3nc21	6%
O=C(c1ccccc1)N1N=C(C(F)(F)F)CC1(O)c1ccccc1O (stereo not drawn)	4%
O=C(Cn1cc([N+](=O)[O-])ccc1=O)Nc1ccc2c(c1)OCO2	-1%
Cc1ccc(-c2nn(-c3ccc(F)cc3)cc2C(=O)N(C)CC(=O)Nc2ccc(N3CCOCC3)cc2)cc1	-6%
Cc1ccc(NC(=O)COC(=O)c2nn(-c3ccc(Cl)cc3)cc2O)cc1	6%
O=S(=O)(c1ccccc1)N1CCN(CCO)CC1	6%
CN(CC(=O)Nc1ccccc1Br)C(=O)c1cc([N+](=O)[O-])ccc1N1CCOCC1	9%
COc1ccc(Cc2nnc(NC(=O)c3cc(OC)c(OC)c(OC)c3)s2)cc1	-12%
COc1cc(OC)cc(-c2c(C#Cc3ccsc3)c3cc(Br)ccc3n2C)c1	24%
CC(=O)C1=C(O)C(=O)N(c2ccc(O)cc2)C1c1ccccc1Cl (stereo not drawn)	-3%
Cc1c(C(=O)N2CCN(c3ncccn3)CC2)oc2ccc(Cl)cc12	-2%

Source: PubChem
